HTRA1 inh: inhibitors of human serine peptidase HTRA1. Q92743. recombinant HTRA1, FP-rhodamine activity-based probe, fluorescence polarization. inhibition, % at 5.96 µM. hit rate 0.5% among 340,000. AID 504803; in the data active = inhibition above about 36%;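 also: 0% = enzyme with DMSO and 100% = wells lacking enzyme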
Target sequence (Q92743 whole entry, looked up): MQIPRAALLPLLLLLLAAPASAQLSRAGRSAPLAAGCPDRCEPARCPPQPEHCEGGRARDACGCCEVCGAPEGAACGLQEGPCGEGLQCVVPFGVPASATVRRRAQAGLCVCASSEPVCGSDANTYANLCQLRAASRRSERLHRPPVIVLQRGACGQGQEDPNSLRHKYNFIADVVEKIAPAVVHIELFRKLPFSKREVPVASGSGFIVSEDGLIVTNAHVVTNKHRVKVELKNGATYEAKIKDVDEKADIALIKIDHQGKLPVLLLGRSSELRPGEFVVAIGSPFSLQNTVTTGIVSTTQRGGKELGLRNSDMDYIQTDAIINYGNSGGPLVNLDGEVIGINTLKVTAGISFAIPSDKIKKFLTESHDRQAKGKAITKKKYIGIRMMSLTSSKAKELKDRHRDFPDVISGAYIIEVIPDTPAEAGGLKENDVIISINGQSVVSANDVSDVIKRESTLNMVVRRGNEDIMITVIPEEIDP
NR1D1 modulator: Rev-erb alpha (human) modulation. P20393. Rev-erbα–FITC-DNA binding, fluorescence polarization, 90 min. activity, % at 10 µM. hit rate 0.79% among 370,000;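 active = activity above about 14%, limit read from the data; passing the limit was not always enough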;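 also: 0% = DMSO wells with 35 nM protein and 100% = DMSO wells with 750 nM protein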
Target sequence (P20393 whole entry, looked up): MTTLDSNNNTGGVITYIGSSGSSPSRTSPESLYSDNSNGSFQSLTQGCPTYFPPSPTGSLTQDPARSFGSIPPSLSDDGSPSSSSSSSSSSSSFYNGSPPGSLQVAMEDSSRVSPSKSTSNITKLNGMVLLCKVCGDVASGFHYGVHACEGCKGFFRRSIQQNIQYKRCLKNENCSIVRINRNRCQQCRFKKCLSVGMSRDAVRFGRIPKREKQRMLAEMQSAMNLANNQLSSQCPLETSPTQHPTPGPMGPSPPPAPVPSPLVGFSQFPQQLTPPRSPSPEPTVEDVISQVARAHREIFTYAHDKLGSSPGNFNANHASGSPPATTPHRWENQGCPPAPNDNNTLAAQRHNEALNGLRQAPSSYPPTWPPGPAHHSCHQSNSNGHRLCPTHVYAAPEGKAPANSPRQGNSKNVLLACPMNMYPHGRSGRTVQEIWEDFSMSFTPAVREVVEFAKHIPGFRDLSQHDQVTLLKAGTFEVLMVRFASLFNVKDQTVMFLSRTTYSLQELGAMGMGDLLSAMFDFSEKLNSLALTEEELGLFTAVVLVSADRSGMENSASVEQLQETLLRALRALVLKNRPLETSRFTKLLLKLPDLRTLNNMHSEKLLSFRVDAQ
* = called active by the depositor; . = no result given. Only part of the results is shown; rates above refer to the full screens.

SMILES	HTRA1 inh	NR1D1 modulator
CCN1CCN(C(=O)N[C@H](C(=O)N[C@@H]2C(=O)N3[C@@H]2SC(C)(C)[C@@H]3C(=O)O)c2ccccc2)C(=O)C1=O	.	-3
O=C(O)P(=O)(O)O	.	1
C=C[C@@]1(C)CC(=O)[C@@]2(O)[C@](C)(O1)[C@@H](OC(C)=O)[C@@H](O)C1C(C)(C)CC[C@H](O)[C@@]12C (stereo partly specified)	.	-9
O=C(O)CN(CCN(CC(=O)O)CC(=O)O)CC(=O)O	.	50*
CC1CC(OC(=O)c2ccccc2O)CC(C)(C)C1 (stereo unspecified)	.	4
NC(CSSCC(N)C(=O)O)C(=O)O (stereo unspecified)	.	3
C[C@@H]1O[C@@H](OC[C@H]2OC(Oc3c(-c4ccc(O)c(O)c4)oc4cc(O)cc(O)c4c3=O)[C@H](O)[C@@H](O)[C@@H]2O)[C@H](O)[C@H](O)[C@H]1O (stereo partly specified)	.	-1
C[C@]12C=CC(=O)C=C1CCC1C3C[C@@H](O)[C@](O)(C(=O)CO)[C@@]3(C)C[C@H](O)[C@@]12F (stereo partly specified)	.	0
CN1CCN(C2=Nc3ccccc3Sc3ccc(Cl)cc32)CC1	.	-1
O=C(Oc1cccc2cccnc12)c1ccccc1	.	-7
C=C(NC(=O)C(=C)NC(=O)c1csc(C2=NC3c4csc(n4)C4NC(=O)c5csc(n5)C(C(C)(O)C(C)O)NC(=O)C5CSC(=N5)C(=CC)NC(=O)C(C(C)O)NC(=O)c5csc(n5)C3(CC2)NC(=O)C(C)NC(=O)C(=C)NC(=O)C(C)NC(=O)C(C(C)CC)NC2C=Cc3c(C(C)O)cc(nc3C2O)C(=O)OC4C)n1)C(N)=O (stereo unspecified)	.	-6
NNc1nncc2ccccc12	.	4
CCCC(=O)Nc1ncnc2c1ncn2C1O[C@@H]2COP(=O)(O)O[C@H]2[C@H]1OC(=O)CCC (stereo partly specified)	.	-4
CCCCC(=O)N(Cc1ccc(-c2ccccc2-c2nn[nH]n2)cc1)[C@H](C(=O)O)C(C)C	.	0
CCC(=O)OCC(=O)C1(OC(=O)CC)C(C)CC2C3CCC4=CC(=O)C=CC4(C)C3(Cl)C(O)CC21C (stereo unspecified)	.	7
C1CCc2nnnn2CC1	.	6
C[C@]12CCC3c4ccc(O)cc4CCC3C1CCC2=O (stereo partly specified)	.	-4
CN(C)/N=N/c1nc[nH]c1C(N)=O	.	-4
O=C(O)[C@H]1/C(=C/CO)O[C@@H]2CC(=O)N21	.	-1
CCCc1nc(C(C)(C)O)c(C(=O)OCc2oc(=O)oc2C)n1Cc1ccc(-c2ccccc2-c2nn[nH]n2)cc1	.	-7
CCCCCCCC(=O)CC[C@@H]1[C@@H](C/C=C\CCCC(=O)O)[C@@H](O)C[C@H]1O	.	2
CC/C(=C(/CC)c1ccc(OP(=O)(O)O)cc1)c1ccc(OP(=O)(O)O)cc1	.	1
Cc1ccc(O)c(C(CCN(C(C)C)C(C)C)c2ccccc2)c1 (stereo unspecified)	.	-2
C1CCN2C[C@@H]3C[C@H](CN4CCCC[C@@H]34)[C@H]2C1	.	-3
CC(=O)Oc1c(C)cc(OCC(O)CNC(C)C)c(C)c1C (stereo unspecified)	.	7
(cont.)
SMILES	HTRA1 inh	NR1D1 modulator
O=C(O)[C@H](CC(=O)N1C[C@H]2CCCC[C@H]2C1)Cc1ccccc1	.	-3
O=c1cc[nH]c(=S)[nH]1	.	3
COC1=CC(=O)C[C@@H](C)C12Oc1c(Cl)c(OC)cc(OC)c1C2=O (stereo partly specified)	.	-11
COCCOC(=O)C1=C(C)NC(C)=C(C(=O)OC/C=C/c2ccccc2)C1c1cccc([N+](=O)[O-])c1 (stereo unspecified)	.	14
C[C@]12CCC3c4ccc(O)cc4CCC3C1C[C@@H](O)[C@@H]2O (stereo partly specified)	.	-7
CCC(=O)OCC(=O)[C@@]1(OC(=O)CC)[C@@H](C)CC2C3CCC4=CC(=O)C=C[C@]4(C)[C@@]3(F)[C@@H](O)C[C@@]21C (stereo partly specified)	.	-7
C=Cc1c(C)/c2[n-]/c1=C\c1[n-]c(c(CC)c1C)/C=c1\[n-]c3c(c1C)C(=O)C(C(=O)O)C=3c1[n-]c(c(C)c1CCC(=O)O)\C=2.[Cu] (stereo unspecified)	.	-37
CCOc1ccc(N=C(C)Nc2ccc(OCC)cc2)cc1	.	-3
O=C(O)[C@H]1O[C@H](O)[C@H](O)[C@@H](O)[C@@H]1O	.	-4
C/C=C(/C)C(=O)O[C@@H]1[C@H](OC(C)=O)[C@@]2(CO)C(CC1(C)C)C1=CCC3[C@@]4(C)CC[C@H](O[C@@H]5O[C@H](C(=O)O)[C@@H](O[C@@H]6O[C@H](CO)[C@@H](O)[C@H](O)[C@H]6O)[C@H](O)[C@H]5O[C@@H]5O[C@H](CO)[C@@H](O)[C@H](O)[C@H]5O)[C@](C)(CO)C4CC[C@@]3(C)[C@]1(C)C[C@H]2O (stereo partly specified)	.	1
OCc1ccc(Cl)cc1Cl	.	-3
O=C1[C@H](CCC(O)c2ccc(F)cc2)[C@@H](c2ccc(O)cc2)N1c1ccc(F)cc1 (stereo partly specified)	.	0
CC1(C)C2CC[C@]3(C)C(C(=O)C=C4[C@@H]5C[C@@](C)(C(=O)O)CC[C@]5(C)CC[C@]43C)[C@@]2(C)CC[C@@H]1O (stereo partly specified)	.	-6
COc1cc(Br)c(C[N+]2(CCOCCC3CCC4CC3C4(C)C)CCOCC2)cc1OC (stereo unspecified)	.	6
O=c1[nH]c(=O)n(C2C[C@@H](O)[C@@H](CO)O2)cc1F (stereo partly specified)	.	11
N[C@@H](Cc1cc(I)c(Oc2cc(I)c(O)c(I)c2)c(I)c1)C(=O)O	.	-3
FC(F)(F)C(Cl)Br (stereo unspecified)	.	-1
C=NC(C(=O)N[C@H]1C(=O)N2C1SC(C)(C)C2C(=O)O)c1ccccc1 (stereo partly specified)	.	5
c1ccc2sc(SSc3nc4ccccc4s3)nc2c1	.	-5
Cc1cc(/C=C/c2ccc3cc(N(C)C)ccc3[n+]2C)c(C)n1-c1ccccc1	.	-28
CC1=C(C(=O)O)N2C(=O)[C@@H](NC(=O)[C@H](N)C3=CCC=CC3)[C@@H]2SC1	.	-2
CCOc1ccc(Cc2nccc3cc(OCC)c(OCC)cc23)cc1OCC	.	2
C[C@]12CCC3c4ccc(O)cc4CCC3C1CC[C@@H]2OC(=O)CCC1CCCC1 (stereo partly specified)	.	4
CC12CCC3c4ccc(OC(=O)c5ccccc5)cc4CCC3C1CCC2O (stereo unspecified)	.	2
OC[C@H]1O[C@H](O[C@]2(CCl)O[C@H](CCl)[C@@H](O)[C@@H]2O)[C@H](O)[C@@H](O)[C@H]1Cl	.	9

An excerpt from above in order of molecular weight, ascending:
SMILES	HTRA1 inh	NR1D1 modulator
O=C(O)[C@H]1/C(=C/CO)O[C@@H]2CC(=O)N21	.	-1
O=C(O)CN(CCN(CC(=O)O)CC(=O)O)CC(=O)O	.	50*
CCOc1ccc(N=C(C)Nc2ccc(OCC)cc2)cc1	.	-3
O=C(O)[C@H](CC(=O)N1C[C@H]2CCCC[C@H]2C1)Cc1ccccc1	.	-3
CCOc1ccc(Cc2nccc3cc(OCC)c(OCC)cc23)cc1OCC	.	2
CC1(C)C2CC[C@]3(C)C(C(=O)C=C4[C@@H]5C[C@@](C)(C(=O)O)CC[C@]5(C)CC[C@]43C)[C@@]2(C)CC[C@@H]1O (stereo partly specified)	.	-6
COc1cc(Br)c(C[N+]2(CCOCCC3CCC4CC3C4(C)C)CCOCC2)cc1OC (stereo unspecified)	.	6

Compound profiles, as listed above. Values in the order: HTRA1 inh	NR1D1 modulator
C=Cc1c(C)/c2[n-]/c1=C\c1[n-]c(c(CC)c1C)/C=c1\[n-]c3c(c1C)C(=O)C(C(=O)O)C=3c1[n-]c(c(C)c1CCC(=O)O)\C=2.[Cu] (stereo unspecified) across the screens: .	-37
OCc1ccc(Cl)cc1Cl across the screens: .	-3

The results go on:
SMILES	HTRA1 inh	NR1D1 modulator
CCCCCC=CCC=CCCCCCCCC(=O)OCC	.	-4
CC(C)(CO)C(O)C(=O)NCCC(=O)NCCSSCCNC(=O)CCNC(=O)C(O)C(C)(C)CO (stereo unspecified)	.	-2
C=C[C@@]1(C)CC(=O)[C@]2(O)[C@@]3(C)[C@@H](O)CCC(C)(C)[C@@H]3[C@H](OC(=O)CCN(C)C)[C@H](OC(C)=O)[C@@]2(C)O1	.	3
NC1[C@H]2CN(c3nc4c(cc3F)c(=O)c(C(=O)O)cn4-c3ccc(F)cc3F)C[C@@H]12 (stereo partly specified)	.	-11
OCc1cccnc1	.	-1
CC(=O)S[C@@H]1CC2=CC(=O)CC[C@]2(C)[C@H]2CC[C@@]3(C)[C@@H](CC[C@@]34CCC(=O)O4)C12 (stereo partly specified)	.	-6
Clc1ccc(Cn2c(CN3CCCC3)nc3ccccc32)cc1	.	0
COc1ccc2cc([C@H](C)CO)ccc2c1	.	1
CC[C@@H]1/C=C(/C)C[C@H](C)C[C@H](OC)[C@H]2O[C@@](O)(C(=O)C(=O)N3CCCC[C@H]3C(=O)O[C@H](/C(C)=C/[C@@H]3CC[C@H](Cl)[C@H](OC)C3)[C@H](C)[C@@H](O)CC1=O)[C@H](C)C[C@@H]2OC	.	11
O[C@H](CNC[C@@H](O)[C@H]1CCc2cc(F)ccc2O1)[C@@H]1CCc2cc(F)ccc2O1	.	2
CC12CCC3c4ccc(O)cc4CCC3C1C[C@H](O)[C@@H]2O (stereo partly specified)	.	-3
OCc1ccccc1O	.	0
O=S(=O)(O)c1cc(I)c(O)c2ncccc12	.	-4
NCCCC(O)(P(=O)(O)O)P(=O)(O)O	.	2
O=C(O)CCC(=O)C(=O)O	.	2
CC1(O)CCC(C(C)(C)O)CC1 (stereo unspecified)	.	-5
CC(N)CCCC(C)(C)O (stereo unspecified)	.	-1
CC(C(=O)O)c1ccc(C2CCCCC2)c2ccccc12 (stereo unspecified)	.	0
CCC[C@@H]1C[C@@H](C(=O)N[C@@H](C2O[C@H](SC)[C@H](O)[C@@H](O)[C@H]2O)[C@H](C)Cl)N(C)C1 (stereo partly specified)	.	-5
C[C@H](Cc1cc2c(c(C(N)=O)c1)N(CCCO)CC2)NCCOc1ccccc1OCC(F)(F)F	.	-7
Cc1cc(C)nc(N(C#N)CN2C(=O)c3ccccc3C2=O)n1	-1	-6
O=C(NCc1ccccc1Cl)C1CCC(CNc2c(N3CCOCC3)c(=O)c2=O)CC1 (stereo unspecified)	4	2
Cc1onc(-c2c(F)cccc2Cl)c1C(=O)N1CCc2ccccc21	-2	0
COc1ccc2[nH]c3c(=O)n(CCCCC(=O)N4CCC(C(N)=O)CC4)c(=S)[nH]c3c2c1	10	0
CCSc1nnc(-c2ccc(S(=O)(=O)NCc3cccs3)cc2)o1	-6	4

Next section (four carried over from the part before).
SMILES	HTRA1 inh	NR1D1 modulator
O=C(NCc1ccccc1Cl)C1CCC(CNc2c(N3CCOCC3)c(=O)c2=O)CC1 (stereo unspecified)	4	2
Cc1onc(-c2c(F)cccc2Cl)c1C(=O)N1CCc2ccccc21	-2	0
COc1ccc2[nH]c3c(=O)n(CCCCC(=O)N4CCC(C(N)=O)CC4)c(=S)[nH]c3c2c1	10	0
CCSc1nnc(-c2ccc(S(=O)(=O)NCc3cccs3)cc2)o1	-6	4
CCOC(=O)CSCc1cn2cc(Cl)ccc2n1	1	2
Cc1ccc(Cn2nnc3c(=O)[nH]c(C4CCN(S(=O)(=O)c5ccccc5)CC4)nc32)cc1	-31	-5
CCCCC(=O)Nc1ncc(Br)s1	-2	5
COc1nc(C)ccc1-c1noc(-c2ccccn2)n1	5	-4
O=C(OCc1ccccc1F)c1ccc2c(c1)-c1ccccc1C2=O	3	1
O=C1CC2(CCCCC2)Oc2ccc(OCC(=O)N3CCOCC3)cc21	3	2
COc1ccc(Nc2ccccc2)c(C)c1	6	1
COc1ccc(-c2cc(C(F)(F)F)c(C#N)c(SCC(=O)Nc3nc(C)co3)n2)cc1	-5	47*
CCCn1c(NCc2ccco2)nc2ccccc21	-2	1
CCC(C)(C)n1nnnc1C(c1cc2cc3c(cc2[nH]c1=O)OCO3)N1CCCCC1 (stereo unspecified)	4	-6
CC(C)NC(=O)CSc1nc2ccccc2n1CC(=O)N1CCc2ccccc21	1	-3
Cc1cc(Nc2ccccc2)nc(N)n1	3	2
Cc1ccc(NC(=S)NNC(=O)Cn2nc([N+](=O)[O-])cc2C)cc1	3	1
O=C(OCC(=O)c1c[nH]c2ccccc12)c1ccc(Br)o1	-14	0
COC(=O)CN(C(=S)Nc1ccccc1)C1CC(=O)N(c2ccc(OC)cc2)C1=O (stereo unspecified)	-4	5
CCc1cc(C=C(Cl)Cl)oc(=O)c1C	-8	-2
COc1cc2c(cc1OC)CN(C(=O)CSc1nc(N)c(C#N)cc1C#N)CC2	3	37*
CCOC(=O)CSc1nc2ccccc2n1CC(=O)N(C(C)C)C(C)C	1	-4
O=C(CSc1nnc(-c2cccnc2)n1Cc1ccccc1)N1CCOCC1	3	3
O=C(Cn1c(=O)n(Cc2ccco2)c(=O)c2c3c(sc21)CCCCC3)c1ccccc1	-17	-23
CCCNC(=O)Cn1cnc2sc(C(=O)Nc3cc(OC)c(OC)c(OC)c3)c(C)c2c1=O	1	4
COc1cccc(-c2cc(C(=O)Nc3c(C)nn(Cc4ccccc4)c3C)no2)c1	-18	4
CCOc1ccc(CCNC(=O)Cn2c(=O)oc3ccccc32)cc1OCC	-6	2
O=C(CSc1nnc2scc(-c3ccccc3)n12)Nc1nsc(-c2ccccc2)n1	-2	44*
Cc1ccc(-c2cc(C(=O)Nc3cnn(C45CC6CC(CC(C6)C4)C5)c3)no2)cc1	3	1
O=C(O)c1cccc(S(=O)(=O)N2CCCC2)c1	3	2
CS(=O)(=O)N1CCN(C(=O)C2c3ccccc3Oc3ccccc32)CC1	-5	-2

Individual results from the results shown:
CCCCCC=CCC=CCCCCCCCC(=O)OCC in NR1D1 modulator: -4
OCc1ccc(Cl)cc1Cl in NR1D1 modulator: -3
